# Assay outcomes (PubChem)
# procasp3 activ: procaspase-3 (human) activation; P42574; activation, % at 8.5 µM; AID 463141; 330,000 tested, 0.11% active; recombinant procaspase-3 D3A, Ac-DEVD-pNA absorbance 405 nm;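 active = activation above the mean of all tested compounds plus 3 SD, cut at about 21% in these data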;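 also: 0% = DMSO alone and 100% = DMSO wells spiked with extra 5 µM PC-3 D3A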
#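 material = Procaspase-3 D3A mutant | probe or stimulus = Ac-DEVD-pNA | compound = single dose, 8.5 µM nominal compound, 0.8% DMSO | timing = 1 h preincubation, 2 h reaction | measured by = 405 nm absorbance of p-nitroaniline, reads at 0 and 120 min | benchmarks = DMSO-only low control, 5 µM PC-3 D3A high control | repeats = singlicate, each compound tested once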
# AGP1 TOR yeast: yeast TOR pathway AGP1-GFP modulation; S. cerevisiae AGP1-GFP multiplex flow cytometry, 3 h; GFP as percent of DMSO wells; GFP response vs DMSO, % at 10 µM; 320,000 tested, 0.02% active; AID 2066;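 active = GFP response relative to DMSO above a set limit, near screen average plus 3 SD, cut at about 150% in these data; inconclusive = fewer than 70 cells counted for the yeast strain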;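 also: median GFP channel fluorescence of the gated AGP1 strain per well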
# MEP2 TOR yeast: modulators of TOR pathway MEP2-GFP in S. cerevisiae. S. cerevisiae MEP2-GFP strain, flow cytometry GFP, 3 h; 100% = DMSO control level. 330,000 tested, 0.51% active. AID 2016. GFP response vs DMSO, % at 10 µM;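 active = GFP response versus DMSO above a set limit, roughly screen mean plus 3 SD, cut at about 180% in these data; inconclusive = fewer than 70 cells counted for a yeast strain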;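 also: median GFP fluorescence of the barcode-gated MEP2-GFP cells per well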
# procasp7 counter: counter-screen for procaspase-3 activators: activators of human procaspase-7; recombinant procaspase-7, Ac-DEVD-pNA absorbance 405 nm; D23A/D198A/D206A triple mutant, cannot self-cleave; scale: DMSO 0, 5 µM enzyme 100; P55210; 330,000 tested, 0.093% active; activation, % at 8.5 µM; AID 463210;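 active = percent activation above the screen-wide mean plus 3 SD, cut at about 25% in these data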
#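 signal = Epi-absorbance of released pNA at 405 nm, two timepoints | assay system = Uncleavable procaspase-7 mutant enzyme | reagent = Ac-DEVD-pNA substrate, 400 µM as added | times = 1 h enzyme–compound preincubation and 2 h substrate reaction, both 25 °C | benchmarks = low DMSO alone, high DMSO plus 5 µM PC-7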
# CIT2 TOR yeast: alters CIT2-GFP fluorescence in TOR pathway yeast screen; 320,000 tested, 0.065% active; S. cerevisiae CIT2-GFP strain, flow cytometry, 3 h; 100 means same as DMSO wells; GFP response vs DMSO, % at 10 µM; AID 2029;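 active = GFP response relative to DMSO above a set limit, near the screen mean plus 3 SD, cut at about 150% in these data; inconclusive = Fewer than 70 cells measured for a yeast strain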;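 also: ratio of well median GFP fluorescence to mean of DMSO wells on the plate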
# AHR act: human AHR activation; P35869; AHR-responsive luciferase reporter cells, luminescence; activation, % at 5 µM; 320,000 tested, 2.5% active; in the data active = activation above about 47%;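 also: 0% = vehicle wells and 100% = reference agonist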
# Target sequence (P35869 whole entry, looked up): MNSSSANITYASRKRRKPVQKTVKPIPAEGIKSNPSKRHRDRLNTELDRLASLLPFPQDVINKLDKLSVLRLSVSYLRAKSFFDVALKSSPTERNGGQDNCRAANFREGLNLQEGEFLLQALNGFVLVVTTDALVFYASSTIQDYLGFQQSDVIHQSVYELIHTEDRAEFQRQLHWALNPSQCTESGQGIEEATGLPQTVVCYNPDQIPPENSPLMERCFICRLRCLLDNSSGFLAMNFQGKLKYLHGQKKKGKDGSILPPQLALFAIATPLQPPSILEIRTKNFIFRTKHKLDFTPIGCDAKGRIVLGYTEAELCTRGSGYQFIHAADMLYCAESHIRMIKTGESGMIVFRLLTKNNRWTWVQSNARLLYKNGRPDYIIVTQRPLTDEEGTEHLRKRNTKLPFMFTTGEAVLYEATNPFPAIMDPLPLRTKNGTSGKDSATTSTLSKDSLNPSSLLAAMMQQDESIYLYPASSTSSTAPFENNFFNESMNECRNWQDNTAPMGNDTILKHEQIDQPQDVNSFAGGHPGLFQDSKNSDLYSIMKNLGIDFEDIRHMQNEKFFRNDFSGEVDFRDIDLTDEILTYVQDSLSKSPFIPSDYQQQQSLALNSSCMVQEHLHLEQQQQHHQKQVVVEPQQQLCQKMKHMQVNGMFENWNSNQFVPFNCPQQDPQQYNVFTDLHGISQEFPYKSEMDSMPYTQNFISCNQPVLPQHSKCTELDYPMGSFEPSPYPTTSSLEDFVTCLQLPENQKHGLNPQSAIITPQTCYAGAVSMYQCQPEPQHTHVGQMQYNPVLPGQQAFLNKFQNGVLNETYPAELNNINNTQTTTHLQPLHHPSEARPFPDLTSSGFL
# RPL19A TOR yeast: yeast TOR pathway RPL19A-GFP modulation. S. cerevisiae RPL19A-GFP strain, flow cytometry, 3 h; active compounds read low. percent response vs DMSO, % at 10 µM. 330,000 tested, 0.3% active;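 active = percent response vs DMSO below 50%; inconclusive = fewer than 70 events counted for the yeast strain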;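 also: median channel GFP fluorescence of the barcoded RPL19A-GFP strain; ratio of sample median GFP to plate DMSO average so 100% = DMSO; lower means less RPL19A-GFP as with rapamycin TOR inhibition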
# LAP4 TOR yeast: alters LAP4-GFP fluorescence in TOR pathway yeast screen | 320,000 tested, 0.34% active | GFP response vs DMSO, % at 10 µM | AID 2023 | S. cerevisiae LAP4-GFP multiplex, flow cytometry GFP, 3 h; median GFP as percent of DMSO wells;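 active = GFP response vs DMSO above a set limit, about the screen mean plus 3 SD, cut at about 150% in these data; inconclusive = under 70 cell events counted for the yeast strain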
# Active calls of the source: *; ? = inconclusive; · = not tested or not shown; [ ] = remark or other dose.
SMILES,procasp3 activ,AGP1 TOR yeast,MEP2 TOR yeast,procasp7 counter,CIT2 TOR yeast,AHR act,RPL19A TOR yeast,LAP4 TOR yeast
CC1(C)Nc2ccc(O)cc2-c2c1ssc2=S,-14,105,101,-31,110,6,106,103
CCOC(=O)C1=NN(C(=O)Nc2ccc(OC)cc2)C2C(=O)N(c3cccc(C(F)(F)F)c3)C(=O)C12 (configuration not stated),-3,91,94,-1,90,-1,92,93
CSc1nc(=S)n(-c2cc(C)ccc2C)c(C)c1C(C)=O,0,90,104,11,99,0,107,91
CC(=O)NCCn1c(SCC(=O)NCCc2ccc(S(N)(=O)=O)cc2)nc2ccccc2c1=O,1,101,95,3,98,4,100,103
CCOC(=O)N1CCC(N2Cc3cccc(C(=O)NCc4ccccn4)c3C2=O)CC1,-1,90,98,-1,95,0,93,98
COc1ccccc1CNC(=O)c1cccc(S(=O)(=O)N(C)c2ccccc2)c1,6,97,105,6,95,3,99,97
Cc1ccc(NS(=O)(=O)c2csc(C(N)=O)c2)cc1C,-4,98,108,6,100,2,104,95
COc1ccc2c(c1)[nH]c1c(=O)n(CCc3cnc[nH]3)cnc12,-2,99,103,4,93,42,101,104
COC(=O)c1cccc(COC(=O)c2ccccc2NC(=O)c2ccco2)c1,2,109,114,5,102,1,96,106
COC(=O)CC1C(=O)NCCN1C(=O)Nc1cccc(Cl)c1 (configuration not stated),-2,106,112,8,89,2,104,100

# Three compounds from above, arranged by their value in MEP2 TOR yeast, rising:
structure	procasp3 activ	AGP1 TOR yeast	MEP2 TOR yeast	CIT2 TOR yeast	AHR act	RPL19A TOR yeast	LAP4 TOR yeast
CC1(C)Nc2ccc(O)cc2-c2c1ssc2=S	-14	105	101	110	6	106	103
Cc1ccc(NS(=O)(=O)c2csc(C(N)=O)c2)cc1C	-4	98	108	100	2	104	95
COC(=O)CC1C(=O)NCCN1C(=O)Nc1cccc(Cl)c1 (configuration not stated)	-2	106	112	89	2	104	100

# New compounds follow:
SMILES,procasp3 activ,AGP1 TOR yeast,MEP2 TOR yeast,procasp7 counter,CIT2 TOR yeast,AHR act,RPL19A TOR yeast,LAP4 TOR yeast
Cc1ccc(S(=O)(=O)NC(C(=O)OCC(=O)NC2CCS(=O)(=O)C2)C(C)C)cc1 (configuration not stated),-4,108,113,1,102,-1,102,111
Cc1cc(C(=O)NCc2ccccc2Cl)c2ccccc2n1,-4,101,103,-11,104,9,100,104
Cc1ccc(S(=O)(=O)CC(O)CN2CCCC2=O)cc1 (configuration not stated),-5,102,100,16,92,0,97,91
COc1ccc(C(=O)NCc2nnc(SCC(=O)NCc3ccco3)o2)cc1OC,1,96,100,5,103,0,105,97
O=S(=O)(c1ccccc1)c1ccc(C(F)(F)F)cn1,1,·,93,2,95,2,92,102
Cc1nnc(NCCc2ccccc2)c2ccccc12,-6,101,93,7,103,27,101,95
CN(CC(=O)Nc1cccc(F)c1)C(=O)c1cn(-c2ccccc2)nc1-c1ccc(F)cc1,-3,97,102,4,92,0,102,104
Cc1cc(N2C(=O)CC(C(C)c3ccccc3)C2=O)no1 (configuration not stated),9,104,101,7,97,2,99,92
CN=C(Nc1ccc2c(c1)OCO2)SC1CC(=O)N(c2ccccc2)C1=O (configuration not stated),1,109,100,10,105,0,105,104
CC(=O)N1CCC(N(CCN2CCOCC2)C(=S)Nc2cccc(C)c2C)CC1,8,89,94,-4,104,-1,125,83
CCOc1ccccc1C(=O)N1CCN(C(c2ccccc2)c2ccccc2)CC1,-3,94,95,1,92,1,96,100
COc1ccccc1C(=O)NCC(=O)Nc1ccccc1,2,75[may fluoresce red and violet],85[may fluoresce red and violet],5,?,20,?,?
Cc1ccc(S(=O)(=O)N2CCCC(C)C2)cc1 (configuration not stated),4,95,103,7,109,0,101,92
CCC(Cc1ccccc1)NS(=O)(=O)c1ccc2c(c1)NC(=O)C(C)S2 (configuration not stated),2,97,106,-2,102,-1,96,98
CCN(C(=O)COc1ccccc1C(=O)NCc1ccccc1)C1CCS(=O)(=O)C1 (configuration not stated),1,109,126,-9,107,0,90,114
Cc1c(O)c(C)c2c(c1O)C(=O)C[C@@H](c1ccccc1)O2,3,108,96,2,103,-2,103,100
CC1CCCN(C(=O)CN2C(=O)C(C)Oc3ccccc32)C1 (configuration not stated),1,95,93,5,92,0,93,101
COc1ccc(CN(CCNC(=O)CCCCC(=O)NCCN(Cc2ccc(OC)cc2)C(C)C)C(C)C)cc1,-14,102,105,6,95,0,99,105
C=CCN1CCN(C(c2ccccc2OC)c2nnnn2C(C)(C)C)CC1 (configuration not stated),4,97,99,9,108,-1,101,99
Cc1nonc1C(=O)N/N=C/c1ccc(O)c(O)c1,-2,105,106,-3,108,25,106,100
COc1ccc(Br)cc1S(=O)(=O)NCCN1CCOCC1,-1,100,93,-1,94,2,92,98
Cc1cc(Cl)c2oc(C(=O)N3CCN(C(=O)c4ccco4)CC3)c(C)c2c1,6,96,89,0,92,29,97,121
O=C(O)C1CCCCC1C(=O)NCCC(c1ccccc1)c1ccccc1 (configuration not stated),-5,105,103,-2,95,0,98,93
COC(=O)CC1c2ccccc2S(=O)(=O)N1Cc1ccccc1 (configuration not stated),4,94,100,0,93,5,98,111
COc1cc(C(C)=O)ccc1COc1ccc(C(=O)O)cc1OC,7,102,103,0,95,-2,100,107
Cn1nc(C(C)(C)C)cc1C(=O)Nc1nc2c(s1)C(=O)CC(C)(C)C2,2,100,102,0,95,3,98,106
Cn1c(=O)cc(SCC(=O)NCC2COc3ccccc3O2)c2ccccc21 (configuration not stated),-7,22[may fluoresce violet],397*[may fluoresce violet],3,?,10,63[may fluoresce violet],78[may fluoresce violet]
Cc1cc(C)c(NC(=O)c2ccccc2CCc2ccccc2)c(C)c1,-6,95,97,3,98,7,96,95
COc1cc2[nH]c3c(N4CCN(c5ccccn5)CC4)ncnc3c2cc1OC,2,105,99,10,103,25,95,97
CCCCc1cc(=O)oc2cc(OCC(=O)NCCN3CCOCC3)ccc12,12,91,98,8,90,4,92,90
Cc1oc(C(C)(C)C)c(CN2CCCC2)c1C(=O)O,-1,90,93,3,84,0,92,91
COc1ccc(C(C)=O)cc1COC(=O)c1ccc2c(c1)OCCO2,7,108,105,1,107,-1,103,103
Cc1cccc(OCCCC(=O)Nc2ccc(S(=O)(=O)Nc3onc(C)c3C)cc2)c1,0,·,110,3,105,0,102,106
Fc1ccc(NC(=S)N2CCOCC2)c(F)c1,5,97,91,6,100,1,106,93
COc1ccc(Cn2c(CO)cnc2SCC(=O)Nc2cccc(NC(C)=O)c2)cc1,1,97,97,1,95,3,101,90
COc1ccccc1-n1c(C)c(C(C)=O)c2cc(O)ccc21,-2,91,98,5,100,0,98,78
Cc1c(NC(=O)COC(=O)C2CC3C=CC2C3)c(=O)n(-c2ccccc2)n1C (configuration not stated),6,98,97,5,106,1,93,96
COCCNC(=O)CN(Cc1ccccc1)C(=O)CCC(=O)Nc1nccs1,-6,105,103,13,103,-1,103,95
COc1cc(/C=C/C(=O)OCC(=O)NCCc2ccc(F)cc2)ccc1OC(F)F,5,108,102,0,106,0,95,106
C=Cc1ccc(C(=O)N2CCCC(CCC(=O)N3CCN(c4ccccn4)CC3)C2)cc1 (configuration not stated),0,100,97,1,96,-1,98,94
COc1ccc(S(=O)(=O)n2nc(OC(=O)c3ccco3)cc2N)cc1,-18,100,96,-29,92,1,97,91
COc1cccc(C2=NOC(C(=O)Nc3cccc(C(C)=O)c3)C2)c1OC (configuration not stated),1,·,104,-12,91,-1,92,98
CCC(CC)NC(=O)Nc1ccccc1C(F)(F)F,10,104,94,-3,81,1,98,95
O=C(N/N=C1\CCCCc2ccccc21)c1ccccn1,4,103,100,-5,99,2,102,94
c1cncc(-c2nc3ccccc3[nH]2)c1,-3,101,100,-1,102,11,94,94
CCN(CC)C(=O)N1c2ccccc2Sc2ccccc21,4,116,106,11,101,-2,102,92
CCCC1=NN2C(=N)/C(=C\c3cc(C)n(-c4cc(C)cc(C)c4)c3C)C(=O)N=C2S1,-34,100,101,-22,96,0,101,100
CC(COc1ccc(/C=C/c2ccccc2)cc1)[N+](C)(C)C (configuration not stated),-1,90,91,-1,108,2,101,142
COc1cccc(NC(=O)C(c2ccccc2)N2CCCCC2)c1 (configuration not stated),1,99,95,2,94,5,101,106
COc1ccc(/C=C\c2cc(OC)c(OC)cc2CC[N+](C)(C)C)cc1OC,-3,90,83,14,87,-2,88,91

# Next section.
SMILES,procasp3 activ,AGP1 TOR yeast,MEP2 TOR yeast,procasp7 counter,CIT2 TOR yeast,AHR act,RPL19A TOR yeast,LAP4 TOR yeast
Oc1cccc2ccc(/C=C/c3ccc(Br)s3)nc12,-1,102,98,10,99,52*,97,105
O=C(Nc1ccc(Nc2ccccc2)cc1)N1CCOCC1,-9,98,97,-3,93,-2,96,98
CCN(C[C@H]1N[C@@](Cc2ccccc2)(C(=O)OC)[C@H]2C(=O)N(Cc3ccccc3)C(=O)[C@@H]12)S(=O)(=O)c1ccc(F)cc1,4,95,94,4,91,-1,94,88
COC(=O)c1cc(OC)c(OC)cc1NC(=O)C1CCCO1 (configuration not stated),-1,94,103,-20,108,28,95,97
COc1ccc(C(C(=O)NCC2CCCO2)N(C(=O)CNC(=O)c2ccco2)c2ccccc2)cc1OC (configuration not stated),1,111,110,-17,106,-3,100,114
CC1CCCN(C(=O)c2ccc(Br)c(S(=O)(=O)N3CCOCC3)c2)C1 (configuration not stated),3,97,101,-4,91,2,96,99
Cc1ccc2c(c1)-c1c(cnn1CC(=O)N1CCCN(Cc3ccccc3F)C1)CO2,3,108,105,0,118,0,100,99
O=[N+]([O-])c1ccc(N/N=C/c2c[nH]c3ccccc23)c(S(=O)(=O)Nc2ccc(Cl)cc2)c1,5,96,95,-6,90,12,96,96
N#CCOC(=O)C1CCN(S(=O)(=O)c2ccc3c(c2)OCCO3)CC1,1,107,102,-2,105,0,101,109
Cc1ccc(NC(=O)/C(C#N)=C/c2cc(C)n(-c3ccc(N4CCOCC4)c([N+](=O)[O-])c3)c2C)c(C)c1,-4,96,96,1,99,-3,95,97
CN(C)S(=O)(=O)c1cccc(-c2nn(-c3ccccc3)cc2/C=C2\SC(=S)NC2=O)c1,3,109,110,-8,99,0,102,107
C=CCNC(=O)c1cc2c(=O)n3cc(C)ccc3nc2nc1NCC1CCCO1 (configuration not stated),-7,?,179*[may fluoresce violet],-6,?,3,29*[may fluoresce violet],58[may fluoresce violet]
Cc1ccc(C(=O)C(O)C(c2ccc(C)cc2)N2CCCCC2)cc1 (configuration not stated),5,98,99,-3,98,4,100,100
COc1ccccc1CNC(=O)COC(=O)Cc1c[nH]c2ccccc12,5,108,95,3,91,4,100,112
O=C(/C=C/c1ccco1)OCn1nnc2ccccc2c1=O,-4,94,98,-3,99,0,98,95
COc1ccc(CNS(=O)(=O)CCNC(=O)c2ccc(OC)cc2)cc1,5,110,96,-10,95,0,104,114
